# High-throughput results deposited in PubChem by several laboratories.
# PostGolgi ctrl: inhibits growth of the yeast control strain. efflux-deficient yeast background strain, growth absorbance A615, 16 h. inhibition, % at 10 µM. 5% of 98,000 active
# sEH inhibitor: soluble epoxide hydrolase (human) inhibition; recombinant human sEH enzymatic activity assay; inhibition, % at 2 µM; 0.34% of 91,000 active; in the data active = inhibition above about 80%; also: values of inactives mirror those of a sister screen read the other way; many of its hits are not listed in these tables
# E coli WT exp: growth inhibitors of E. coli BW25113 wild type | OD600 absorbance | growth inhibition, % at 100 µM | 0.15% of 98,000 active;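 active = growth inhibition above about 50% at one test dose, limit read from the data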;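 also: growth measured after 20 h incubation at 37 °C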
# PostGolgi yeast: growth inhibition of a yeast mutant, post-Golgi transport screen; inhibition, % at 10 µM; post-Golgi transport phenotypic cell assay; 0.9% of 98,000 active; AID 739;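 also: yeast cells grown in 1536-well plates; yeast grown about 18 h at 30C before absorbance read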
# Mac1 fbg inh: blocks human CD11b/CD18 adhesion to fibrinogen | P05107+P11215 | K562 CD11b/CD18 adhesion to fibrinogen, ATPlite luminescence; Mn2+ added to activate the integrin | inhibition, % at 10 µM | 0.54% of 93,000 active;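 active = primary inhibition of 50% or more at 10 µM, then 40% or more on retest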; also: some results filed as inactive read as strong as hits
# S1P2 ag: S1P2 (human) receptor agonism; O95136; S1P2-expressing cell line, agonist reporter read-out; activation, % at 4.5 µM; 0.46% of 97,000 active; AID 729; in the data active = activation above about 16%;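 also: 0% = vehicle low control and 100% = maximal reference agonist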
# Target sequence (O95136 whole entry, looked up): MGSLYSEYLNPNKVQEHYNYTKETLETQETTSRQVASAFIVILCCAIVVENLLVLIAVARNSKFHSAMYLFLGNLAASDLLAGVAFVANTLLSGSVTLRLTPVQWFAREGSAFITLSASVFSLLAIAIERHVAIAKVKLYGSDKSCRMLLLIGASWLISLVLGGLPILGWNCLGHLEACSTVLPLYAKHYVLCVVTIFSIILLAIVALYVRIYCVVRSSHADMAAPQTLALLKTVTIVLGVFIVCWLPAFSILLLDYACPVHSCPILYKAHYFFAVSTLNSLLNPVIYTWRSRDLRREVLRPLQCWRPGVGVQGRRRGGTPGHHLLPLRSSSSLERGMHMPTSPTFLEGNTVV
# PLAP activator: human PLAP activation. P05187. activation fold at 20 µM. AID 696. 1.2% of 96,000 active. purified PLAP enzyme, luminescent substrate read-out; stronger effect = higher value; in the data active = activation fold above about 2
# Target sequence (P05187 whole entry, looked up): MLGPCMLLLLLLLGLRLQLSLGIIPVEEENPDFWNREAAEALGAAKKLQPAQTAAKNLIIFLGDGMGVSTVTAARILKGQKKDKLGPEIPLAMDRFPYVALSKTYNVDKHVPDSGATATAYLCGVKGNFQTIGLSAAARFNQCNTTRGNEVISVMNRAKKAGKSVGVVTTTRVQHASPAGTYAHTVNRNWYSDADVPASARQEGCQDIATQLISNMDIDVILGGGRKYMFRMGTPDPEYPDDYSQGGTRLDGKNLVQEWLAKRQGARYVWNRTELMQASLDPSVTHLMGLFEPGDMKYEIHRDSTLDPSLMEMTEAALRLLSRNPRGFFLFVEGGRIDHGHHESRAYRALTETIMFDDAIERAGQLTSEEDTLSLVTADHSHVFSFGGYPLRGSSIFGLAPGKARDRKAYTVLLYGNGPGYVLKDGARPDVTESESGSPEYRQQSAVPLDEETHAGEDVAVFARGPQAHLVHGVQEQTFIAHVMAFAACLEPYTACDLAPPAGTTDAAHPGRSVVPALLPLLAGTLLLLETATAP
# S1P2 antag: blocks the human S1P2 receptor. inhibition, % at 5 µM. 0.21% of 97,000 active. cell-based S1P2 antagonist assay, inhibition at 5 uM. AID 736; in the data active = inhibition above about 45%;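 also: CRE beta-lactamase reporter cells expressing human S1P2 stimulated with S1P; 0% = agonist at EC80 alone and 100% = agonist plus reference antagonist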
# sEH act: activators of human soluble epoxide hydrolase | purified human sEH enzymatic activity, activator screen | activation, % at 2 µM | 0.04% of 91,000 active | AID 717; in the data active = activation above about 37%; also: values of inactives mirror those of a sister screen read the other way
# Starred values were filed as active, the others as inactive; x = not tested or not shown. Rule as the data show it, unless noted: active = inhibition above about 30%; inactive = the rest. Compounds were not picked by outcome; any-hit rate near 7.1%.
# Below each SMILES: PostGolgi ctrl	sEH inhibitor	S1P2 antag	Mac1 fbg inh	sEH act	S1P2 ag	PLAP activator	PostGolgi yeast	E coli WT exp
- O=C(O)c1c(F)c(F)cc2ccccc12
→ 4	4	7	x	-1	-5	x	2	-5
- COc1ccc(-c2noc(COc3ccc(C)c(C)c3)n2)cc1OC
→ 0	-15	-39	10	12	-5	1.3	23	4
- CCOc1ccccc1NC(=O)CC(O)(C(F)(F)F)C(F)(F)F
→ x	-2	-5	x	2	-3	x	x	x
- CCOC(=O)C1=C(CNC2CCCCC2)NC(=O)NC1c1cc(C)ccc1C (stereo not drawn)
→ 8	-6	-1	-7	3	-2	1.1	2	-5
- Cc1ccc2[nH]c(=O)c(CN(CC3CCCO3)C(=O)c3ccncc3)cc2c1 (stereo not drawn)
→ -7	1	-11	-32	3	-2	1.4	3	0
- O=C1/C(=C/c2ccccc2)CSc2sccc21
→ 10	-20	-2	5	17	-3	0.7	-8	12
- CCN(CC)C(=S)NC(=O)c1ccc(Cl)cc1Cl
→ 4	-1	-11	2	2	-2	1.2	23	-2
- CC1CCCCC1NC1=NCCS1 (stereo not drawn)
→ 11	4	2	1	-6	-5	0.9	14	-2
- Cc1cc(C)n(C(=O)c2ccc(NC(=O)CC(C)C)cc2)n1
→ 0	-3	20	-1	3	-3	0.8	6	-4
- Cn1c(CCN2CCCCC2)nc2cc(NC(=O)NC3CCCCC3)ccc21
→ 1	x	x	-12	x	x	1.3	11	1
- O=C(CCS(=O)(=O)Cc1ccccc1)NC1CCCCC1
→ 1	6	-3	0	-9	-5	0.9	-20	4
- CCCCNc1cc(=O)n(C)c(=O)[nH]1
→ 3	-12	-4	-3	11	38*	0.9	-7	-5
- CCn1c(SCC(=O)NCc2cccs2)nnc1-c1ccncc1
→ 15	11	12	7	-11	-5	0.9	6	-4
- CC1CCN(C(=O)C2c3ccccc3C(=O)N3CCc4ccccc4C23)CC1 (stereo not drawn)
→ 13	-9	11	0	6	-5	1.3	-4	-5
- O=C1COc2ccc(C(=O)CSc3nnnn3-c3ccccc3)cc2N1
→ 14	18	2	-13	-16	-4	1	9	-4
- Cc1cc(N2C(=O)C(=O)/C(=C(/O)c3ccc(F)cc3)C2c2ccc(Cl)cc2)no1 (stereo not drawn)
→ 9	6	4	-8	-7	-12	1.4	-2	5
- c1ccc(CNCCN2CCNCC2)nc1
→ 4	2	14	-11	-1	-5	0.9	4	-1
- COc1c(/C=N/Nc2ccc([N+](=O)[O-])cc2[N+](=O)[O-])c(C)nn1-c1ccccc1
→ 2	-21	14	x	24	-8	0.6	-7	-20
- CCNC(=O)NC(=O)C(C)Sc1nc2cc(C(=O)OC)ccc2c(=O)n1-c1ccccc1 (stereo not drawn)
→ 9	-13	3	-10	12	-4	1.2	8	-1
- CC(C)(C)C1CCc2onc(C(=O)NCc3ccc(F)cc3)c2C1 (stereo not drawn)
→ 8	x	-16	11	x	-5	0.9	6	-12
- COC(=O)C1CCN(c2c([N+](=O)[O-])cc(C(F)(F)F)cc2[N+](=O)[O-])CC1
→ 8	0	4	-8	2	-4	0.8	22	-3
- CCOC(=O)C1CCCN(C(=O)CCC(=O)Nc2ccc3nc(N4CCOCC4)cc(C)c3c2)C1 (stereo not drawn)
→ 9	x	9	15	x	-5	1.6	-1	0
- CC(C)=CC(=O)N1CCCc2ccccc21
→ 10	4	-19	-6	-2	3	1	-5	1
- O=C(O)CCS(=O)(=O)Cc1ccccc1F
→ -5	14	6	10	-14	-7	1	2	2
- Cc1cccc(-n2c(Cc3cc(=O)[nH]c(=O)[nH]3)nnc2SCC(=O)NCC2CCCO2)c1 (stereo not drawn)
→ -2	-13	5	-5	14	-2	1.2	-12	3
- Cn1c2c(c3ccccc31)CC/C2=N\O
→ -5	x	x	0	x	x	1.1	-4	-8
- Cc1ccc2nc(SCC(=O)NCC3CCCO3)c(C#N)cc2c1 (stereo not drawn)
→ -1	21	7	-12	-22	-2	0.9	-3	-9
- CCc1c(C)sc(NC(=O)c2cc(-c3cc(OC)ccc3OC)on2)c1C#N
→ 24	-12	3	5	12	0	1.1	-1	-9
- CCN(CC)c1ccc(C2=NNC(=O)CC2C)cc1[N+](=O)[O-] (stereo not drawn)
→ -1	2	-45	-23	-2	4	0.8	-7	1
- Cc1ccc(CN(CC(=O)N/N=C/c2ccccc2[N+](=O)[O-])S(=O)(=O)c2ccc(C)cc2)cc1
→ 11	16	12	10	-14	-6	1.5	4	-14
- COC(=O)c1ccc(C)c(NC(=O)Cn2cnc3ccccc3c2=O)c1
→ 3	-9	2	-3	9	-6	0.9	21	7
- CCOC(=O)C1C(c2ccc(O)c(OCC)c2)NC(=S)NC1(O)C(F)(F)F (stereo not drawn)
→ -5	6	-8	17	-4	3	1.1	16	-4
- Cc1cc(C)n(-c2cc(N3CCN(S(=O)(=O)c4ccc5ccccc5c4)CC3)ccc2[N+](=O)[O-])n1
→ 2	-7	-4	x	11	-6	1.3	1	-10
- COCCOC(=O)c1[nH]c2c(c1C)C(=O)CC(c1ccco1)C2 (stereo not drawn)
→ 5	x	x	-8	x	x	1.2	2	5
- COC(=O)c1ccc(CSc2ncnc3c2nnn3-c2ccc(F)cc2)o1
→ 8	12	0	-15	-8	-8	1	-2	-7
- COc1ccc(-n2c(COc3ccccc3)nnc2SCC(N)=O)cc1
→ 24	6	-3	-16	-6	-9	1.4	-1	3
- c1ccn2c(SCc3cn4ccsc4n3)nnc2c1
→ 9	-12	8	-18	12	-6	1	10	7
- COc1cccc(/C(O)=C2/C(=O)C(=O)N(Cc3cccnc3)C2c2ccco2)c1 (stereo not drawn)
→ -7	-18	-12	x	18	-7	0.9	3	4
- COC(=O)c1cccc(NS(=O)(=O)c2cccs2)c1C
→ 12	27	-14	8	-23	-9	1	-9	-2
- Cc1ncsc1C(=O)N1N=C2/C(=C/c3ccc(N4CCOCC4)cc3)CCCC2C1c1ccc(N2CCOCC2)cc1 (stereo not drawn)
→ 16	2	11	-10	-2	-7	1.4	-2	-4
- CN(C)S(=O)(=O)N1CCC(C(=O)O)(c2ccccc2)CC1
→ 3	3	-2	x	-2	-3	1.2	6	-2
- Cc1noc(C)c1CSCC(=O)N1CCN(c2ccc([N+](=O)[O-])cc2)CC1
→ 14	-7	17	31	9	-9	0.6	0	5
- Cn1c(=O)c2c(nc(NCc3ccc4c(c3)OCO4)n2Cc2ccccc2Cl)n(C)c1=O
→ 30	-3	-26	-48	3	-4	0.8	4	-1
- CC(C)(Oc1cccc2ccccc12)C(=O)O
→ 15	-12	-5	0	12	-6	1	-12	6
- COc1cc(-c2nc3cnccn3c2Nc2ccc(C)cc2)ccc1O
→ 34*	4	4	-15	-2	-3	1.6	-8	-4
- COc1ccnc(Oc2ccc(F)cc2)c1C(=O)N/C=N/OCc1ccc(F)cc1
→ 26	2	-4	1	-3	-2	1.1	6	5
- COCCNC(=O)c1c[nH]c2ccc(OC)cc2c1=O
→ -3	-14	20	0	14	-5	1.1	18	6
- COc1cc(C(=S)N2CCOCC2)cc(OC)c1OC(=O)c1cc([N+](=O)[O-])cc([N+](=O)[O-])c1
→ 0	8	15	x	-6	-1	1.1	-1	-8
- CSc1nc2nc(-c3ccccc3)cc(C(F)(F)F)n2n1
→ 14	1	-14	10	4	0	1	8	-2
- COC(=O)c1ccc(Cl)c(NC(=O)CSc2ncn[nH]2)c1
→ 31*	2	-5	12	2	-3	1.8	-3	-8

# 7 records picked at random from the list so far:
# Below each SMILES: PostGolgi ctrl	sEH inhibitor	S1P2 antag	Mac1 fbg inh	sEH act	S1P2 ag	PLAP activator	PostGolgi yeast	E coli WT exp
- COc1ccnc(Oc2ccc(F)cc2)c1C(=O)N/C=N/OCc1ccc(F)cc1
→ 26	2	-4	1	-3	-2	1.1	6	5
- COCCNC(=O)c1c[nH]c2ccc(OC)cc2c1=O
→ -3	-14	20	0	14	-5	1.1	18	6
- Cn1c(=O)c2c(nc(NCc3ccc4c(c3)OCO4)n2Cc2ccccc2Cl)n(C)c1=O
→ 30	-3	-26	-48	3	-4	0.8	4	-1
- Cc1noc(C)c1CSCC(=O)N1CCN(c2ccc([N+](=O)[O-])cc2)CC1
→ 14	-7	17	31	9	-9	0.6	0	5
- CSc1nc2nc(-c3ccccc3)cc(C(F)(F)F)n2n1
→ 14	1	-14	10	4	0	1	8	-2
- CC(C)(Oc1cccc2ccccc12)C(=O)O
→ 15	-12	-5	0	12	-6	1	-12	6
- COC(=O)c1ccc(Cl)c(NC(=O)CSc2ncn[nH]2)c1
→ 31*	2	-5	12	2	-3	1.8	-3	-8

# Further structures.
# Below each SMILES: PostGolgi ctrl	sEH inhibitor	S1P2 antag	Mac1 fbg inh	sEH act	S1P2 ag	PLAP activator	PostGolgi yeast	E coli WT exp
- O=C(Nc1nc(-c2cccc(Br)c2)cs1)Oc1ccccc1
→ 3	3	-15	20	-1	-4	1	15	-5
- COC(=O)c1ccc(C2/C(=C(/O)c3ccc(OC)cc3)C(=O)C(=O)N2Cc2ccco2)cc1 (stereo not drawn)
→ x	3	6	x	-4	-1	x	x	x
- O=C(Nc1ccccc1)c1ccccc1CC[N+](=O)[O-]
→ -2	4	14	x	-4	-5	0.8	2	-1
- CN(C)c1ccc(C(CC(=O)O)NC(=O)c2ccc(Cl)cc2)cc1 (stereo not drawn)
→ -6	-6	5	23	6	-2	1.1	4	1
- CC(=O)c1c(N(C)C)ccnc1C(F)(F)F
→ 2	x	x	0	x	x	0.9	-1	-3
- CCCn1c(=O)c2ccccc2n2c(SCc3c(C(=O)OCC)oc4ccccc34)nnc12
→ 51*	6	-24	8	-6	-3	1.2	22	-3
- COc1ccc(S(=O)(=O)Nc2ccccc2C)cc1
→ 5	-1	1	8	0	-4	1	0	8
- Cc1ccc(NC(=S)NC(NC(=O)c2ccco2)C(Cl)(Cl)Cl)cc1 (stereo not drawn)
→ 14	12	-3	10	-10	-5	1.1	5	23
- CCCCn1c(SCC(=O)N2CCCCC2)nc2cc(S(N)(=O)=O)ccc21
→ 25	5	11	27	-6	-8	1.2	-3	-7
- Fc1ccccc1N1CCN(c2cnc3ccccc3n2)CC1
→ 27	22	-16	-5	-21	-2	0.9	3	-4
- CCC(=O)Nc1cccc(NC(=O)c2ccc(C)c([N+](=O)[O-])c2)c1
→ 1	8	-20	1	-9	0	0.9	-6	7
- Cc1cccc(C(=O)Nc2sc(C)c(-c3ccccc3)c2C#N)c1
→ 14	-17	19	54	20	-4	1	6	-21
- CCOC(=O)C1C(=O)CC(O)(c2ccccc2)CC1c1ccccc1 (stereo not drawn)
→ 5	2	-4	20	-2	-4	1	-3	2
- COCCn1c(SCC(=O)Nc2nc(C)c(Cl)cc2Cl)nc2ccccc21
→ 10	10	-9	3	-10	-1	1.7	-7	0
- O=C(Nc1nnc(SCc2ccccc2Cl)s1)C1COc2ccccc2O1 (stereo not drawn)
→ 13	4	-3	98	-2	1	1.4	-4	-12
- CCN(CC)C(=O)C1CCN(c2ncnc3c2cnn3-c2ccc(C)cc2C)CC1
→ 19	x	-1	x	x	-3	x	11	-4
- CC1CC(NS(=O)(=O)c2cccs2)CC(C)(C)C1 (stereo not drawn)
→ 15	-13	1	-4	13	-3	0.8	-3	-1
- CCCCc1ccc(-c2nc(-c3ccncc3)no2)cc1
→ -6	x	x	2	x	x	0.9	3	-12
- CC1CC2(C)Oc3ccccc3C3OCC1(CO)C(C)C32 (stereo not drawn)
→ 12	8	-6	-2	-3	-4	1.1	-7	7
- O=c1cc(N2CCC3(CC2)OCCO3)[nH]c(=O)n1-c1ccc(Cl)cc1
→ 2	8	-6	-22	-5	-15	1	5	-2
- CC(=O)N(CCCc1ccc(C(C)(C)C)cc1)CCCN(C)C
→ 1	-2	9	4	2	-6	1.5	10	8
- Cn1c(SCC(=O)NC2CC2)nnc1C(F)(F)F
→ 0	x	x	-7	x	x	0.9	15	1
- Cc1cc(=O)[nH]c(N2CCN(Cc3ccccc3)CC2)n1
→ 1	-12	7	-8	11	-6	1	1	2
- O=CN1CCN(C2CC(=O)N(c3ccc(Br)cc3)C2=O)CC1 (stereo not drawn)
→ 10	x	x	22	x	x	1.1	2	-2
- O=c1c2ccccc2nc2n1CCCCC2
→ 1	16	7	1	-16	-3	0.9	-4	0
- Cc1ccc(-n2nc(C)c3c2OC(N)=C(C#N)C3c2ccoc2)cc1 (stereo not drawn)
→ -6	x	20	20	x	-1	0.9	-3	-7
- CCOC(=O)c1[nH]c2ccc(F)cc2c1NC(=O)C(C)N1CCc2cc(OC)c(OC)cc2C1 (stereo not drawn)
→ -5	-5	-22	-14	7	-7	1.8	4	-3
